Compound activity deposited in PubChem by National Center for Advancing Translational Sciences (NCATS).
Akt phos inh: inhibitors of Akt phosphorylation; Neuro2A IGF-stimulated pAkt S473 HTRF, 20 min; active compounds read low; activity change, % for hits at 50 µM; 360,000 compounds, 0.32% hits; AID 651550; in the data active means activity change below about -80%; inconclusive means mostly about -51% to -80%; further: on the % scale 0 is the no-effect control and ±100 the full control effect
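Neuro2A cells (4,500/well, DMEM with 0.5% FBS) were treated with compound at a single 50 µM final concentration, stimulated with 6 nM IGF for 20 min at 37 °C, and lysed. Phospho-Akt Ser473 was read by HTRF as 665/615 ratio ×10^4.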
DRD3 agonist: activates the human D3 dopamine receptor; max activation, %; 410,000 compounds, 0.58% hits; D3R DiscoveRx beta-arrestin cells, luminescence, 90 min; P35462; in the data active means max activation above about 30%; further: 0% is about no effect; mostly tested at two doses, the higher about 12 µM
Target sequence (P35462 whole entry, looked up): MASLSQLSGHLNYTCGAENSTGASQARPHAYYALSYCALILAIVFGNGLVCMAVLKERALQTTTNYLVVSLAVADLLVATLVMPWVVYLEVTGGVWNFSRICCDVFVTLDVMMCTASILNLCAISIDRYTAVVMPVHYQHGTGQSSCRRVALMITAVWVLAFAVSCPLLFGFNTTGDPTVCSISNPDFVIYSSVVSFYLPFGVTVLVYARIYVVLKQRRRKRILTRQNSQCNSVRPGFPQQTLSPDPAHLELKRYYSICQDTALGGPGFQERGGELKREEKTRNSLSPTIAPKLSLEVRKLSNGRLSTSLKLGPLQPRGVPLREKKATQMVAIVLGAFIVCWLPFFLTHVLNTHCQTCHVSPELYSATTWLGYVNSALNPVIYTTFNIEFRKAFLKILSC
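Agonist-mode cell screen: cells plated at 1500/well and incubated overnight at 37 °C, then exposed to library compounds for 90 min at 37 °C. Detection reagent was added for 30–60 min at room temperature, and luminescence was read.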
Mm-Cpn inhibitor: inhibitors of Methanococcus maripaludis chaperonin (MmCpn); purified Mm-Cpn ATPase, ADP Transcreener TR-FRET; Potency, µM (highest dose often 76.9 µM), inactives show at the top dose activity, negative = inhibition, hits mostly inhibitors; 330,000 compounds, 0.031% hits; further: potency means the concentration at half of the fitted maximal effect; on the % scale 0 is the no-effect control and ±100 the full control effect; nearly all actives have a fitted effect of over 80% in size
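Purified archaeal Mm-CPN (25nM final) preincubated 10 min at 37degC with compound, then 10uM ATP for 30 min at 37degC; ADP measured by HTRF Transcreener TR-FRET; buffer 30 mM TRIS pH 7.4, 100mM KCl, 5mM MgCl2, 1mM DTT.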
PTHR1 agonist: activates the human parathyroid hormone receptor PTHR1. AID 743266. HEK293 GP2 PTHR1 cells, GloSensor cAMP luminescence, 1 h. Q03431. 410,000 compounds, 0.075% hits. Potency, µM (titrated, usually from 115 µM), for inactives: at the highest dose activation, usual class: activators; further: potency means the concentration at half of the fitted maximal effect; nearly all actives have a fitted effect of over 55% in size; some results filed as inactive show a strong effect at the top dose; inactives centre near -15; many of its hits are not listed in these tables
Target sequence (Q03431 whole entry, looked up): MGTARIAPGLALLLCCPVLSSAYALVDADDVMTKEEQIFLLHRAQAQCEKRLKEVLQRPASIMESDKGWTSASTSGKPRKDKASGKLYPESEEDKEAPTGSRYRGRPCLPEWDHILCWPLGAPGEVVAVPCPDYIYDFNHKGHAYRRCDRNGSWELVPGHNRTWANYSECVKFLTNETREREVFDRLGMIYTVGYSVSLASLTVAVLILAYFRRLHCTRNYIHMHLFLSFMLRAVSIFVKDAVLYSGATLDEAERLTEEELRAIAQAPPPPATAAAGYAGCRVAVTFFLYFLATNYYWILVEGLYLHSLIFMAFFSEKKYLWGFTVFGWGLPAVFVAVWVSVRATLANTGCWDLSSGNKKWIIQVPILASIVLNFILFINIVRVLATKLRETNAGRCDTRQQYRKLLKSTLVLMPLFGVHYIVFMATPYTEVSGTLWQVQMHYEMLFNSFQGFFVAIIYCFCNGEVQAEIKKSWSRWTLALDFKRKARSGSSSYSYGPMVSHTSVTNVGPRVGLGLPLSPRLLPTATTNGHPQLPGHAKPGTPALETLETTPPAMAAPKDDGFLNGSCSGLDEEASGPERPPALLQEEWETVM
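HEK-293-derived GP2 cells expressing PTHR1 and a GloSensor cAMP reporter, 3,000/well, plated overnight, given luciferin plus IBMX (each 0.5 mM as added) for 1 h at 37 °C, then compound for 1 h at 37 °C. Luminescence was read after 15 min at room temperature.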
EPAC2 antagonist: EPAC2 (human) antagonism. EPAC2 GEF exchange of Rap1B-BODIPY-GDP, fluorescence. AID 720708. Potency, µM (top dose mostly 114 µM), inactives show at the top dose activity, negative = inhibition, usual class: inhibitors. 360,000 compounds, 0.18% hits. Q8WZA2; further: potency means the concentration at half of the fitted maximal effect; on the % scale 0 is the no-effect control and ±100 the full control effect; nearly all actives have a fitted effect of over 45% in size; many of its hits are not listed in these tables
CCT chaperon mod: changes cytosolic chaperonin activity; purified chaperonin ATPase assay, HTRF ADP detection, 30 min; activity change, % (no concentration beside the values), hits read low; 360,000 compounds, 0.3% hits; in the data active means activity change below about -30%; further: on the % scale 0 is the no-effect control and ±100 the full control effect
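Enzyme 40 or 20 nM (batch-dependent) in Tris pH 7.4/KCl/MgCl2/DTT; cpd 76 uM single point; ATP 10 uM; 30 min 37 °C; Transcreener ADP HTRF detection, 30 min RT; ratio 665/615.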
DRD3 antagonist: D3 dopamine receptor (human) antagonism; P35462; D3R cells, DiscoveRx beta-arrestin luminescence, antagonist mode; active compounds read low; max response, negative = inhibition, %; 360,000 compounds, 2.5% hits; in the data active means max response below about -50%; inconclusive means no clear call, values can overlap the other calls; further: on the % scale 0 is the no-effect control and ±100 the full control effect; mostly tested at two doses, the higher about 12 µM
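Cells plated overnight at 1500 cells/well, then exposed to library compounds with dopamine controls for 90 minutes at 37 degrees C. DiscoveRx reagent added for 30–60 minutes at room temperature; luminescence read, quantitative HTS format.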
EPAC2 agonist: agonists of human EPAC2 (RAPGEF4) | Potency, µM (titrated, usually from 154 µM), inactives show at the top dose activation, usual class: activators | EPAC2 activation, biochemical qHTS; response scale: 100% = 6.5 mM cAMP response | 360,000 compounds, 0.079% hits | AID 720711 | Q8WZA2; further: potency means the concentration at half of the fitted maximal effect; nearly all actives have a fitted effect of over 50% in size
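Compounds were titrated in qHTS against a Rap1B-BODIPY-GDP (250 nM) complex with EPAC2 (100 nM) and GDP (50 uM). BODIPY-GDP release tracked at 480/540 nm over 30 min at room temperature, normalized to 6.5 mM cAMP.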
Numbers without * were called inactive; i = inactive; ? = inconclusive; / = no result given; & = joins results of further samples; [ ] = another dose, or the depositor's remark. Unless noted, the call rests on the fitted dose curve; in most records, active means well fitted curve in the direction sought with a large enough effect; inconclusive means small, poorly fitted or top-dose-only effect, or another doubt; inactive means no such curve, though single readings can be large; an effect the other way counts as inactive or inconclusive.

Compound	Akt phos inh	DRD3 agonist	Mm-Cpn inhibitor	PTHR1 agonist	EPAC2 antagonist	CCT chaperon mod	DRD3 antagonist	EPAC2 agonist
CC(C)(C)OC(=O)C(Cc1ccc(OC(C)(C)C)cc1)NC(=O)CNC(=O)CNC(=O)OCc1ccccc1 (stereo not drawn)	i	2.0	1.3%	-23.0%	-24.5%	-1.6	-2.6	-6.5%
Nc1ccc(O)c([N+](=O)[O-])c1	i	11.2&3.9	-2.0%	-9.9%	-10.5%	0.0	-5.5	3.5%
Cc1ccc(S(=O)(=O)NC[C@H]2O[C@@H](n3cnc4c(N)ncnc43)[C@H](O)[C@@H]2O)cc1	i	8.2	/	-17.1%	3.2%	3.4	6.6	5.8%
NC(=O)[C@@H]1CCCN1Cc1c(C(=O)N2CCc3ccccc3C2)nc2ccc(Cl)cn12	i	0.2	2.0%	i	-1.5%	0.7	-2.2	-3.9%
Cc1cccc(C(=O)NC(C(=O)Nc2ccc(S(=O)(=O)Nc3nccs3)cc2)C(C)C)c1 (stereo not drawn)	i	-2.6	/	i	3.3%	-1.2	58.0	4.1%
Cc1cc(C)c2sc(N(CCCN(C)C)C(=O)c3ccc(S(=O)(=O)N(C)Cc4ccccc4)cc3)nc2c1	i	3.7	0.4%	i	-7.2%	-0.8	-16.1	13.3%
CCOC(=O)C1=C(Cn2ccc(C(F)(F)F)n2)NC(=O)NC1c1ccc2c(c1)OCO2 (stereo not drawn)	i	-10.4	2.5%	-15.3%	14.2%	2.9	-22.6	-0.3%
COCCNC(=O)CCSc1nc(-c2ccc(OC)cc2)cc(C(F)(F)F)n1	i	-17.8&2.8	-2.4%	-24.2%	5.6%	3.1	10.4	-8.3%
CC(OC(=O)CCCN=C1NS(=O)(=O)c2ccccc21)C(=O)NC1CCCCC1C (stereo not drawn)	i	3.3	0.4%	-14.5%	-6.6%	-3.4	3.1	-10.7%
O=C(c1cnn(Cc2ccccc2)c1)N1CCN(S(=O)(=O)/C=C/c2ccccc2)CC1	i	-7.3	-5.5%	-15.0%	5.3%	-1.2	0.0	4.9%
Cc1cc(F)ccc1N1CCC(N2CCN(C)C(CCO)C2)CC1 (stereo not drawn)	i	-7.1	0.8%	-14.3%	-2.1%	-4.0	-4.3	7.4%
Clc1ccc(-c2ccccc2)cn1	i	0.5	-2.0%	i	-10.4%	0.5	18.7	5.1%
Nc1ncnc2c1ncn2CCNCCc1ccccc1	i	5.0	-0.5%	i	-6.9%	0.4	-1.9	9.4%
CC(=O)c1ccc(NC(=S)Nc2cccc3cnccc23)cc1	i	-3.0	-1.0%	15.8%	-16.9%	-3.0	10.8	8.3%
Cc1cc(Cl)ccc1OCC(=O)NCC(c1cccs1)N1CCOCC1 (stereo not drawn)	i	-7.7	2.0%	-46.4%[inhibitor]	-6.2%	-1.1	-3.6	-1.1%
O=C(C1CCCC1)N1CCC(CC2CC(c3cccc(Br)c3)=NO2)(C(=O)NCC2CCCCC2)CC1 (stereo not drawn)	i	-41.9	-0.5%	-3.5%	-5.9%	-0.1	-24.3	-4.3%
O=C(O)c1ccc(CN2C(=O)c3cccc4c([N+](=O)[O-])ccc(c34)C2=O)cc1	i	2.1	0.0%	-17.1%	1.1%	-1.6	-29.4	5.6%
CSc1ncnc2c1ncn2CCCNc1ccc(C)c(C)c1	i	4.7	/	i	-15.8%	-1.0	1.3	-0.3%
O=C(O)COc1ccc(F)cc1Br	i	-3.8	1.8%	i	2.3%	0.6	9.1	-3.0%
COC(=O)C[C@H]1CC[C@H](NS(=O)(=O)c2cn(C)cn2)[C@@H](CO)O1	i	-4.7	/	11.7%	2.3%	/	0.6	4.1%
CC(C)n1c(-c2ccc(C(C)(C)C)cc2)n[nH]c1=S	i	4.4	-1.6%	-23.6%	3.5%	2.5	14.9	-0.1%
COc1ccc(C)cc1S(=O)(=O)NC(C)c1cnn(-c2ccccn2)c1C (stereo not drawn)	i	-4.4	/	i	-2.3%	-3.7	-23.0	6.9%
CS(=O)(=O)N(CC(=O)NCc1ccc2c(c1)OCO2)C1CCCCC1	i	7.3	0.0%	-26.8%	-2.8%	0.4	-13.7	4.9%
CCn1c(SCC(=O)c2ccc(OC)cc2)nnc1C(C)NC(=O)c1ccc(OC)cc1 (stereo not drawn)	/	-8.3	0.1%	i	11.6%	-2.3	-10.4	-84.0%[15.6 µM]
O=C(CN(Cc1ccccc1)C1=NCCS1)c1ccccc1	i	-43.2	-8.6%	i	3.4%	-1.8	-12.0	11.5%
CCN(CC)S(=O)(=O)c1cccc(-c2nnc(SCC(=O)c3cc(C)n(C4CC4)c3C)o2)c1	i	11.3	1.7%	-12.9%[57.5 µM]	5.2%	-2.1	19.8	3.4%
CC(=O)Nc1cc(-c2cccc(C(=O)NCCO)c2)cn2c(-c3cccc(C(F)(F)F)c3)cnc12	i	-5.3	/	i	-28.8%	0.6	-21.0	-0.3%
CCOc1ccc(OCC)c(S(=O)(=O)NNC(=O)c2c(C)nc3ccccn23)c1	i	1.5	-1.5%	-10.2%	-4.6%	-0.6	0.5	5.2%
O=C(NCc1ccc(Cl)cc1)c1cc2c(s1)CS(=O)(=O)C2	i	-2.6	-0.2%	-69.6%[inhibitor]	3.7%	-1.3	-12.1	8.5%
O=C(CC12CC3CC(CC(Br)(C3)C1)C2)OCCN1CCCCC1	i	-4.6	0.1%	-21.0%	18.2%	-2.9	-0.2	4.7%
CC1=C/C(=N\OC(=O)/C=C/c2ccccc2)C(C)=CC1=O	i	-5.0	-7.0%	i	-7.4%	-1.2	9.3	7.5%
CCC(=O)Nc1cccc(Br)c1	i	5.1	0.0%	i	-4.4%[57.1 µM]	0.9	12.9	0.3%
C=CCOc1ccc(CNc2ccc(NC(=O)CCC)cc2)cc1OCC	i	-8.5	0.4%	i	11.6%	0.2	-6.4	5.8%
CC(C)CCOC(=O)C1[C@H]2C(=O)N(Cc3cccs3)C[C@]23C=C[C@H]1O3 (stereo partly drawn)	i	-8.6	0.5%	i	-5.2%	-3.4	0.6	15.9%
Cc1ccccc1CC(=O)NCCN1CCCCC1	i	-8.2	-0.2%	-9.6%	2.8%	-2.2	-9.6	0.1%
CCn1c(SCC(=O)N2CCCC2=O)nc2ccccc21	i	0.2	/	i	-18.6%	1.5	7.8	6.2%

The final 2 records of the part before are carried over, then new ones follow.
Compound	Akt phos inh	DRD3 agonist	Mm-Cpn inhibitor	PTHR1 agonist	EPAC2 antagonist	CCT chaperon mod	DRD3 antagonist	EPAC2 agonist
Cc1ccccc1CC(=O)NCCN1CCCCC1	i	-8.2	-0.2%	-9.6%	2.8%	-2.2	-9.6	0.1%
CCn1c(SCC(=O)N2CCCC2=O)nc2ccccc21	i	0.2	/	i	-18.6%	1.5	7.8	6.2%
N#CC1=C(N)SC(N)=C(C#N)C1c1c(Cl)cccc1Cl	i	-2.7	-2.5%	-10.1%	1.3%	-0.4	61.1	5.6%
Cc1cccc(-c2n[nH]c(=S)n2Cc2ccccc2)c1	i	0.9	-11.7%	i	-1.3%	-1.5	0.0	9.3%
Cc1[nH]c2ccccc2c1C(=O)CCl	i	1.4	0.2%	-28.5%	8.9%	-0.2	-0.4	3.7%
COCCNC(=O)c1cc2ncc(Br)cn2n1	?	-4.7	-2.7%	i	2.8%	-2.3	-11.8	10.6%
O=C(NCCc1ccccc1)c1ccc(-n2cnnn2)cc1	i	-0.3	-2.2%	i	-4.9%	0.8	13.2	9.7%
COc1ccc(CNC(=O)Cc2ccc(OC)c(S(=O)(=O)N3CCOCC3)c2)cc1	i	-3.2	-2.7%	i	12.9%	1.8	5.4	-2.7%
O=C(CCCCn1c(=S)[nH]c2ccsc2c1=O)NCc1ccc2c(c1)OCO2	i	-7.5	-0.8%	-0.9%	-19.4%	0.2	?	10.6%
COc1cc(C2C(C#N)=C(N)OC3=C2C(=O)CC(C)(C)C3)cc([N+](=O)[O-])c1O (stereo not drawn)	i	-8.6	-8.5%	?	-0.6%	-2.8	?	6.5%
COc1ccc(NC(=O)/C(N=Nc2cccc(S(=O)(=O)Nc3ccc(SC(F)F)cc3)c2)=C(\C)O)cc1	i	-5.8	/	-18.5%	3.5%	-0.4	-15.8	16.8%
Cc1ccc(N2CC(C(=O)NNC(=O)c3ccc(F)cc3)CC2=O)cc1 (stereo not drawn)	i	-1.5	0.6%	16.5%	3.6%	0.5	-13.8	-3.1%
CCCCC(NC(C)=O)c1nc2ccccc2n1CCC (stereo not drawn)	i	-4.6	-1.8%	i	3.6%	-3.4	8.0	1.0%
CCCN(CC1CC1)C(=O)COC(=O)c1[nH]c(C)c(C(=O)OCC)c1C	i	15.0	-2.0%	-32.5%	-0.6%	-2.6	6.8	-6.5%
COc1ccc(N2CCN(C(=O)c3ccc4c(=O)n5c(nc4c3)CCCCC5)CC2)cc1	i	2.1	-0.7%	i	?	-1.3	2.1	0.0%
O=C(C1Cc2ccccc2CN1S(=O)(=O)c1cccs1)N1CCCCCC1 (stereo not drawn)	i	3.1	0.6%	-1.1%[57.5 µM]	0.8%	-0.3	53.4	-0.8%
COC(=O)Cc1cc(=O)[nH]c(/N=C(\N)Nc2ccc(C(C)C)cc2)n1	i	6.9	-0.4%	-9.5%	-4.5%	0.5	21.0	-22.7%
Cc1sc2nc(CSC(C)C(=O)NC3(C#N)CCCCC3)[nH]c(=O)c2c1C (stereo not drawn)	i	2.0	-1.3%	i	1.4%	-0.8	11.0	3.9%
C=Cn1cc[n+](CC(=O)c2ccc(Br)s2)c1	i	0.0	-5.4%	i	0.2%	-1.0	3.4	6.5%
CCOC(=O)c1sc2nc(C)nc(SCC(N)=O)c2c1C	i	2.9	-2.9%	i	-1.9%	-1.1	-1.3	2.8%
CCN1C(=O)/C(=C/c2cccs2)S/C1=N\S(=O)(=O)c1ccc(C)cc1	i	-8.0	-0.7%	i	-6.7%	-2.5	4.5	11.3%

Not all compounds are listed. The share of hits here may be higher or lower than overall.
